ROS inducer: cancer cell ROS induction; U2OS ROS induction, H2DCF-DA fluorescence; ROS induction (% of piperlongumine), % at 10 µM; 46,000 tested, 2% active; AID 624156; in the data active = ROS induction above about 79%, passing the limit was not always enough; inconclusive = no clear call, values can overlap the other calls;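 also: 0% = DMSO vehicle median and 100% = reference compound median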
Active calls of the source: *; u = inconclusive.

1	CC(C)NC(=O)N(C)C[C@H]1Oc2ccc(NS(=O)(=O)c3cccs3)cc2CC(=O)N([C@@H](C)CO)C[C@H]1C
  ROS inducer: -5.8
2	C[C@@H]1CN([C@@H](C)CO)C(=O)c2cc(NC(=O)CCC(F)(F)F)ccc2O[C@H]1CN(C)C
  ROS inducer: -8.8
3	Cc1ccc(-c2csc3ncn(CC(=O)Nc4ccc(F)c(Cl)c4)c(=O)c23)cc1C
  ROS inducer: -4.6
4	CC(C)NC(=O)N(C)C[C@@H]1Oc2c(NS(C)(=O)=O)cccc2C(=O)N([C@@H](C)CO)C[C@@H]1C
  ROS inducer: -4.9
5	CCOC(=O)C(C)n1cnc2c(cnn2-c2ccc(F)cc2)c1=O (stereo unspecified)
  ROS inducer: -1.6
6	C[C@@H]1CN([C@@H](C)CO)C(=O)CCCn2cc(nn2)CO[C@H]1CN(C)C(=O)NC1CCCCC1
  ROS inducer: 15.1
7	Cc1ccc(S(=O)(=O)Nc2cccc3c2O[C@H](CN(C)C(=O)Nc2ccccc2)[C@@H](C)CN([C@@H](C)CO)C3=O)cc1
  ROS inducer: -3.7
8	C=CCOC(=O)[C@@H]1[C@H]2C(=O)O[C@H](c3ccccc3)[C@H](c3ccccc3)N2[C@H](c2ccc(OCCOC(=O)[C@@H]3C[C@@H]4C(=O)NCC(=O)N4[C@@H]3c3ccc(O)cc3)cc2)[C@@]12C(=O)Nc1ccc(I)cc12
  ROS inducer: -8.6
9	CNC(=O)NC(=O)CSc1nnc(-c2ccncc2)n1Cc1ccccc1
  ROS inducer: 11.0
10	C[C@@H]1CN([C@H](C)CO)C(=O)c2cccc(NS(=O)(=O)c3ccccc3)c2O[C@@H]1CN(C)C(=O)Nc1ccccc1
  ROS inducer: -17.6

11	COc1ccc(C#Cc2cnc3c(c2)C(=O)N([C@H](C)CO)C[C@H](C)[C@H](CN(C)C)O3)cc1OC
  ROS inducer: 30.0
12	COc1ccc(S(=O)(=O)N(C)C[C@@H]2Oc3ccc(NC(=O)CCN4CCOCC4)cc3C(=O)N([C@@H](C)CO)C[C@H]2C)cc1
  ROS inducer: -5.5
13	C[C@H](CO)N1C[C@H](C)[C@H](CN(C)C(=O)Nc2ccc3c(c2)OCO3)Oc2c(NC(=O)Nc3cccc4ccccc34)cccc2C1=O
  ROS inducer: 37.8
14	Cc1ccccc1NC(=O)/C=C/c1ccc2c(c1)OCO2
  ROS inducer: 25.8
15	O=C1CSC(c2ccc(Cl)cc2)N1Nc1nc(Nc2ccccc2)nc(N2CCCCC2)n1 (stereo unspecified)
  ROS inducer: 19.1
16	CCN(CC)S(=O)(=O)c1ccc(Cl)c(C(=O)N2c3ccccc3Sc3ccccc32)c1
  ROS inducer: 44.1
17	CN(Cc1nc2ccccc2n1C)S(=O)(=O)c1ccc(F)cc1
  ROS inducer: -1.9
18	O=C(COc1ccc2ccccc2c1Br)NCCC1=CCCCC1
  ROS inducer: u
19	COc1ccc(S(=O)(=O)N(C)C[C@@H]2Oc3ccc(NS(=O)(=O)c4ccc(C)cc4)cc3CC(=O)N([C@@H](C)CO)C[C@@H]2C)cc1
  ROS inducer: 14.2
20	COc1ccc(C)cc1S(=O)(=O)N1CCN(C)CC1
  ROS inducer: -20.4

Among those listed so far, these have a Cl atom:
3	Cc1ccc(-c2csc3ncn(CC(=O)Nc4ccc(F)c(Cl)c4)c(=O)c23)cc1C
  ROS inducer: -4.6
15	O=C1CSC(c2ccc(Cl)cc2)N1Nc1nc(Nc2ccccc2)nc(N2CCCCC2)n1 (stereo unspecified)
  ROS inducer: 19.1
16	CCN(CC)S(=O)(=O)c1ccc(Cl)c(C(=O)N2c3ccccc3Sc3ccccc32)c1
  ROS inducer: 44.1

Next structures.
21	Cc1ccc(NC(=O)CSc2nc3sc(C)c(C)c3c(=O)n2-c2ccc(C)c(C)c2)cc1
  ROS inducer: 5.5
22	C[C@H]1CN([C@@H](C)CO)C(=O)Cc2cc(NS(=O)(=O)c3ccc(Cl)cc3)ccc2O[C@H]1CN(C)S(=O)(=O)c1ccc(F)cc1
  ROS inducer: 8.6
23	COc1ccc(NC(=O)Nc2ccc3c(c2)CC(=O)N([C@H](C)CO)C[C@@H](C)[C@@H](CN(C)Cc2ccc(C(F)(F)F)cc2)O3)cc1
  ROS inducer: 8.9
24	C[C@@H]1CN([C@H](C)CO)C(=O)Cc2cc(NC(=O)Nc3ccc4c(c3)OCO4)ccc2O[C@H]1CN(C)S(=O)(=O)c1cccs1
  ROS inducer: -1.9
25	C[C@H]1CN([C@@H](C)CO)C(=O)Cc2cc(NC(=O)NC3CCCCC3)ccc2O[C@H]1CN(C)S(=O)(=O)c1cccs1
  ROS inducer: 18.8
26	COC(=O)CCCCCCC(=O)NN
  ROS inducer: -12.8
27	C[C@H]1CN([C@@H](C)CO)C(=O)c2cc(NC(=O)NC3CCCCC3)ccc2O[C@H]1CN(C)C(=O)Nc1ccc2c(c1)OCO2
  ROS inducer: 72.7
28	O=C(O)CCCC(=O)Nc1ccccc1
  ROS inducer: -12.8
29	Cc1ccc(S(=O)(=O)N(C)C[C@H]2Oc3ccc(NC(=O)Nc4ccc(F)cc4)cc3CC(=O)N([C@@H](C)CO)C[C@@H]2C)cc1
  ROS inducer: -2.8
30	COc1ccc(OC)c(C2c3cccn3CCN2C(=S)NC(C)(C)C)c1 (stereo unspecified)
  ROS inducer: 2.7

Four entries drawn at random from the list so far:
1	CC(C)NC(=O)N(C)C[C@H]1Oc2ccc(NS(=O)(=O)c3cccs3)cc2CC(=O)N([C@@H](C)CO)C[C@H]1C
  ROS inducer: -5.8
27	C[C@H]1CN([C@@H](C)CO)C(=O)c2cc(NC(=O)NC3CCCCC3)ccc2O[C@H]1CN(C)C(=O)Nc1ccc2c(c1)OCO2
  ROS inducer: 72.7
10	C[C@@H]1CN([C@H](C)CO)C(=O)c2cccc(NS(=O)(=O)c3ccccc3)c2O[C@@H]1CN(C)C(=O)Nc1ccccc1
  ROS inducer: -17.6
25	C[C@H]1CN([C@@H](C)CO)C(=O)Cc2cc(NC(=O)NC3CCCCC3)ccc2O[C@H]1CN(C)S(=O)(=O)c1cccs1
  ROS inducer: 18.8

Next part.
nr | mol | ROS inducer
31 | CC(C)NC(=O)c1cccc(Cl)c1 | -9.1
32 | CC(C)(C)OC(=O)CC[C@@]12N=C(c3ccc(OCCCO)cc3)O[C@@H]1c1ccccc1CN(Cc1ccccc1)C2=O | u
33 | C[C@@H]1CCCCO[C@H](CN(C)S(=O)(=O)c2cccs2)[C@@H](C)CN([C@H](C)CO)C(=O)c2cc(NC(=O)C3CCCCC3)ccc2O1 | 0.0
34 | O=S(=O)(c1ccccc1)N1CCN(C(c2ccccc2)c2ccccc2)CC1 | 13.6
35 | C[C@@H]1CN([C@H](C)CO)C(=O)Cc2cc(NS(=O)(=O)c3ccc(Cl)cc3)ccc2O[C@H]1CN(C)Cc1ccccc1 | 0.4
36 | C[C@H](CO)N1C[C@H](C)[C@@H](CN(C)Cc2ccccc2)Oc2c(NC(=O)Nc3ccc4c(c3)OCO4)cccc2C1=O | 15.0
37 | CSc1nccc(-c2c(-c3ccc(Cl)cc3)noc2C)n1 | 7.7
38 | C[C@H]1CN([C@@H](C)CO)C(=O)CCCn2cc(nn2)CO[C@H]1CN(C)Cc1ccccc1 | 22.5
39 | CCC(Sc1nc2ccccc2[nH]1)C(=O)Nc1ccc(NC(C)=O)cc1 (stereo unspecified) | -22.1
40 | C[C@H]1CN([C@@H](C)CO)C(=O)Cc2cc(NS(C)(=O)=O)ccc2O[C@H]1CN(C)C(=O)Nc1ccc(C(F)(F)F)cc1 | 14.8
41 | C[C@H]1CN([C@@H](C)CO)C(=O)c2cc(NS(=O)(=O)c3ccc(Cl)cc3)ccc2O[C@H]1CN(C)S(=O)(=O)c1ccc(Cl)cc1 | 10.4
42 | C[C@H]1CN([C@@H](C)CO)C(=O)c2cccc(NC(=O)c3ccc(-c4nccs4)cc3)c2O[C@H]1CN(C)Cc1ccc(C(=O)O)cc1 | -5.3
43 | C[C@@H]1CN([C@H](C)CO)C(=O)Cc2cc(NC(=O)c3ccncc3)ccc2O[C@@H]1CN(C)S(=O)(=O)c1ccccc1 | 7.1
44 | O=C(COc1ccccc1)Nc1ccc2oc(-c3cccc(Cl)c3)nc2c1 | -11.7
45 | Cn1c(CN2C(=O)CSc3ccc(C(F)(F)F)cc32)nnc1SCc1ccccc1 | -4.3
46 | COc1c2occc2cc2ccc(=O)oc12 | 0.3
47 | Cc1ccnc(NS(=O)(=O)c2ccc(NC(=O)c3oc4ccccc4c3C)cc2)n1 | -1.0
48 | C[C@@H]1CN([C@H](C)CO)C(=O)CCCn2cc(nn2)CO[C@@H]1CN(C)C(=O)Nc1ccccc1F | 0.8
49 | CC1(C)COC(CCC/C=N/NC(=O)CCCCCCC(=O)O)OC1 | -5.1
50 | C[C@@H]1CCCCO[C@H](CN(C)C(=O)Nc2ccccc2)[C@@H](C)CN([C@H](C)CO)C(=O)c2cc(NC(=O)Nc3ccc(F)cc3)ccc2O1 | 7.1
51 | CSCCn1c(-c2ccccc2)cc(C(=O)N2CCCC2)c1C | -1.6
52 | C[C@@H]1CN([C@H](C)CO)C(=O)c2cccc(NC(=O)CCCCCC(=O)Nc3ccccc3N)c2O[C@@H]1CN(C)C(=O)NC1CCCCC1 | -16.1
53 | C[C@@H]1CN([C@@H](C)CO)C(=O)c2cccc(NS(=O)(=O)c3cn(C)cn3)c2O[C@@H]1CN(C)S(=O)(=O)c1ccc(Cl)cc1 | -0.7
54 | COc1ccc(N(C(C)C(=O)Nc2ccc(Br)cc2F)S(C)(=O)=O)cc1 (stereo unspecified) | 14.2
55 | C=C1C(=O)O[C@H]2C1[C@H](OC(=O)/C(C)=C/CO)C/C(C)=C\CC[C@@]1(C)OC21 (stereo partly specified) | 72.1
56 | C[C@H]1CN([C@@H](C)CO)C(=O)c2cc(NC(=O)Cc3cn(C)c4ccccc34)ccc2O[C@@H]1CN(C)S(C)(=O)=O | -7.4
57 | NC(=O)CSCC(=O)Nc1ccccc1F | -9.5
58 | CNC[C@@H]1OCc2cnnn2CCCC(=O)N([C@@H](C)CO)C[C@@H]1C | -16.8
59 | C#C[C@]1(O)CC[C@H]2[C@@H]3CCC4=Cc5oncc5C[C@]4(C)[C@H]3CC[C@@]21C | 15.3
60 | COc1ccc(C2=CC(c3ccccc3)SC(N)=N2)cc1 (stereo unspecified) | -4.9
61 | C[C@@H]1CN([C@H](C)CO)C(=O)Cc2cc(NC(=O)C3CCCCC3)ccc2O[C@@H]1CN(C)CC1CCCCC1 | 16.6

A portion of the library (hit frequency here may not be typical).
